Mcl1 Noxa PPI: Mcl-1/Noxa binding inhibitors, primary screen, biochemical, TR-FRET, 1536-well | Induced myeloid leukemia cell differentiation protein Mcl-1 (Homo sapiens), Q07820 | TR-FRET Mcl-1/Noxa peptide binding, 2 h | inhibition, % at 21.7 µM | 220,000 compounds, 1.5% hits;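 active means compounds that cut the protein-peptide binding signal by more than 50% relative to plate controls in a single-dose test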;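 further: His-tagged Mcl-1 with rhodamine Noxa BH3 peptide and terbium anti-His antibody; 0% = Mcl-1 plus Noxa peptide wells and 100% = peptide-only wells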
Target sequence (Q07820 whole entry, looked up): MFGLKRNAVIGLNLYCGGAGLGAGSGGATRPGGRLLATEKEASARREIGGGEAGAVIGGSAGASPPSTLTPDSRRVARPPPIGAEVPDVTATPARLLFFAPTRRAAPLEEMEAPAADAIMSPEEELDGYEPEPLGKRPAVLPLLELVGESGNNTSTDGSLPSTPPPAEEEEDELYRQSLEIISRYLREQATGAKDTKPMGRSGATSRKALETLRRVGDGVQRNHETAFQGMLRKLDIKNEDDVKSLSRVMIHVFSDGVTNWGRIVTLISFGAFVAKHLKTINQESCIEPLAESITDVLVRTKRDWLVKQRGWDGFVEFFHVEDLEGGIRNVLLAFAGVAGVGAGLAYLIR
Mcl-1 Bim block: inhibitors of Bim peptide binding to Mcl-1, primary screen, biochemical, bead-based flow cytometry, multiplex | Induced myeloid leukemia cell differentiation protein Mcl-1 (Homo sapiens), Q07820 | Bim peptide-Mcl-1 binding | inhibition, % at 10 µM | 190,000 compounds, 0.1% hits; in the data active means inhibition above about 40%;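 further: 0% = no compound tracer wells and 100% = peptide blocker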
Rab2 wt GTP: modulators of GTP binding to Rab2A wildtype, primary screen, biochemical, dog, bead-based flow cytometry, multiplex; Ras-related protein Rab-2A (Canis lupus familiaris), P61105; GST-Rab2 wt beads, Bodipy-GTP binding; GTP binding activity, % at 10 µM; 190,000 compounds, 0.19% hits; AID 760, 2007;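 active means GTP binding activity at least 20 points away from 100%, either lowered or raised; inconclusive means signal likely due to the compound's own green fluorescence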;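 further: 0% = beads with excess unlabeled GTP and 100% = no-compound control corrected for plate trend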
Rac1 wt GTP bind: wildtype Rac1 GTP binding modulators, primary screen, biochemical, GST-Rac1 beads, flow cytometry, multiplex; Ras-related C3 botulinum toxin substrate 1 (Homo sapiens), P63000; fluorescent GTP binding; actives lie on both sides; 0 = cold GTP competed, 100 = untreated; GTP binding activity (% of control), % at 10 µM; 190,000 compounds, 0.27% hits; AID 757, 2007;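 active means GTP binding activity at least 20 points away from the 100% control level, either lower or higher; inconclusive means compound flagged as likely green fluorescent, judged across all proteins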
Mcl1 Bid PPI: Mcl-1/Bid binding inhibitors, primary screen, biochemical, TR-FRET, 1536-well. 220,000 compounds, 0.97% hits. TR-FRET Mcl-1/Bid-Dy647 peptide binding. inhibition, % at 21.7 µM. AID 1021, 2008. Induced myeloid leukemia cell differentiation protein Mcl-1 (Homo sapiens), Q07820;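 active means compounds that cut the binding signal by more than half at the single screening dose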;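 further: His-tagged Mcl-1 with europium anti-His antibody binding Bid BH3 peptide; 0% = Mcl-1 plus peptide wells and 100% = peptide-only wells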
Pf gametocyte: late stage P. falciparum gametocyte viability inhibitors, primary screen, ATP luminescence, HTS; P. falciparum stage V gametocytes, 24 h; inhibition, % at 10.9 µM; 150,000 compounds, 0.065% hits;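 active means inhibition above the mean plus 3 SD of compounds within the control limits, set per campaign, cut at about 38% in these data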;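 further: 0% = DMSO wells and 100% = medium only without gametocytes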
Rac1 act GTP bind: GTP binding modulators of activated mutant Rac1, primary screen, biochemical, bead-based flow cytometry, multiplex, fluorescent GTP; Ras-related C3 botulinum toxin substrate 1 (Homo sapiens), P63000; GST-Rac1 activated beads; actives lie on both sides; 100% means binding = to untreated wells; percent activity (GTP binding), % at 10 µM; 190,000 compounds, 0.11% hits;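 active means GTP binding at least 20 percentage points away from the 100% baseline, in either direction, so actives lie on both sides; inconclusive means Compound likely fluorescent itself, or too few beads counted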
Avidin fluor: green autofluorescence of compounds with avidin beads – biophysical, 488/530 nm, flow cytometry, artefact control, profiling panel; 220,000 compounds, 0.38% hits; compound fluorescence 488/530 nm; stronger effect = higher value; fluorescence (KMESF) at 10 µM; AID 1775, 2009; in the data active means fluorescence above about 47; further: inactives centre near 10
Rab7 wt modul: modulators of GTP binding to Rab7, primary screen, biochemical, wildtype, multiplex bead flow cytometry. 190,000 compounds, 0.055% hits. GTP binding activity (percent of control), % at 10 µM. AID 758, 2007. Rab7 GTPase wild type (dog), Bodipy-FL-GTP binding. GST-Rab7 beads, fluorescent GTP binding; actives lie on both sides; untreated = 100%, excess cold GTP = 0%;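 active means fluorescent GTP binding to Rab7 beads changed by at least 20 points from the 100% baseline, either direction, mostly lower; inconclusive means compound itself probably fluorescent, or too few beads counted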;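 further: median green fluorescence of bound Bodipy-FL-GTP per Rab7 bead population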
HRas wt GTP: modulators of GTP binding to HRas wildtype, primary screen, biochemical, bead-based flow cytometry, multiplex; GTPase HRas (Homo sapiens), P01112; 190,000 compounds, 0.14% hits; GTP binding activity, % at 10 µM; AID 759, 2007; GST-Ras wt beads, Bodipy-FL-GTP binding; actives lie on both sides;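 active means GTP binding activity at least 20% away from the 100% baseline, either lowered as inhibitor or raised as activator; inconclusive means flagged as likely green fluorescent, judged across all proteins in the well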;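 further: 0% = unlabeled GTP competition control and 100% = no-compound control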
Target sequence (P01112 whole entry, looked up): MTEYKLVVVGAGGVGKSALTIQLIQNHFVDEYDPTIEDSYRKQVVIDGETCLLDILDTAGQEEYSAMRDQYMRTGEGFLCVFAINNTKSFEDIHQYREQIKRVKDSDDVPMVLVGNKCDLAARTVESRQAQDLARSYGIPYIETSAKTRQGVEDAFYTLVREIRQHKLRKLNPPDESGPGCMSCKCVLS
Cdc42 wt: modulators of GTP binding to wildtype Cdc42, primary screen, biochemical, multiplex bead flow cytometry, Bodipy-GTP. Cell division control protein 42 homolog (Homo sapiens), P60953. GST-Cdc42 beads; actives lie on both sides. percent activity (GTP binding), % at 10 µM. 190,000 compounds, 0.2% hits. AID 761, 2007;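 active means percent activity GTP binding at least 20 points away from the 100% baseline, either down as inhibitor or up as activator; inconclusive means compound flagged as likely green fluorescent from well-wide comparison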;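 further: median bead fluorescence of bound Bodipy-FL-GTP at 100 nM; 0% = excess unlabeled GTP control and 100% = no compound control; below 100% means less GTP binding so inhibitor and above means activator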
Target sequence (P60953 whole entry, looked up): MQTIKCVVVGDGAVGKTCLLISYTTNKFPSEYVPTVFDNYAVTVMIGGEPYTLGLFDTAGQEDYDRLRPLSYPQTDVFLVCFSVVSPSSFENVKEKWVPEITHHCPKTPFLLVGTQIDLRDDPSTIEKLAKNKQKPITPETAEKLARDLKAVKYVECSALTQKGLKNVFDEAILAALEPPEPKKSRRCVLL
An asterisk follows results filed as active; ? = inconclusive; · = not tested or not shown; [ ] = another dose, or the depositor's remark.

SMILES	Mcl1 Noxa PPI	Mcl-1 Bim block	Rab2 wt GTP	Rac1 wt GTP bind	Mcl1 Bid PPI	Pf gametocyte	Rac1 act GTP bind	Avidin fluor	Rab7 wt modul	HRas wt GTP	Cdc42 wt
CC1(C)CC(=O)C=C(Nc2ccc(Br)cn2)C1	-9	0	102	106	-65	13	101	36	99	105	107
Nc1ccc(S(=O)(=O)NC2=NCCCCC2)cc1N	4	0	100	98	-46	-21	94	10	107	99	100
Cc1c(/C=N/N=C2\CCC3C4CCc5cc(O)ccc5C4CCC23C)cnn1C (centres undefined)	17	0	104	103	-3	-1	101	11	104	101	104
COc1ccc(O)c(C(=O)c2cc(C#N)c(=O)n(CCN3CCOCC3)c2)c1	15	-2	100	98	-22	·	98	15	99	98	100
COc1ccc(C2(CNC(C)=O)CCCC2)cc1OC	-28	-4	100	101	-13	-9	97	11	103	100	101
COc1ccc(-c2nnc(SCC(=O)c3cccs3)n2-c2ccc(Cl)cc2)cc1	15	-2	99	101	3	·	97	3	98	99	99
CCc1nnc(NC(=O)c2ccc3nc(CC)c(CC)nc3c2)s1	6	-2	96	95	-22	-7	92	12	99	97	95
O=C(Cn1nc(Cc2cccnc2)c2ccccc2c1=O)NCc1ccc2c(c1)OCO2	10	-4	96	99	8	·	97	30	100	97	100
COC(=O)c1c(C)[nH]c(C(=O)/C=C/c2cccc(Cl)c2)c1C	-8	-5	99	103	-14	·	99	15	101	100	102
Cc1ccc(Nc2c(F)c(F)c(F)c(F)c2C(=O)O)cc1	5	-1	127*[activator]	141*[activator]	-20	4	130*[activator]	21	119	117	128*[activator]
COC(=O)c1sc(N)c(C(=O)OC)c1CSc1nnc(-c2ccccc2Cl)n1C	-14	4	102	106	-8	25	99	20	99	102	105
COC(=O)c1ccc(NC(=O)CN(c2ccc3c(c2)OCO3)S(C)(=O)=O)cc1	1	10	98	102	-24	15	99	11	95	101	99
COc1cc(/C=C/C(=O)O)cc(S(=O)(=O)Nc2ccc3c(c2)OCO3)c1OC	20	-5	94	97	-7	·	92	13	95	94	94
Cc1ccc(C)c(NS(=O)(=O)c2cc(C(=O)NCCSC3CCCCC3)ccc2C)c1	2	-3	101	106	-3	-4	102	14	102	102	102
CCOc1ccc2c(C)nc(NC3=NC(C)(C)C=C(C)N3)nc2c1	25	-3	104	103	0	·	101	36	100	101	101
Cc1ccc(/C=C2\SC(=S)N(c3cccnc3)C2=O)cc1	14	-2	95	98	22	18	94	25	97	95	95
CC1(C)CC(=O)C(CC(=O)Nc2cc(C(F)(F)F)ccc2Cl)C(=O)C1	-1	-2	96	99	-29	-39	94	6	97	96	96
N=C1C(=O)OCC1c1ccccc1NC(=O)c1ccc(F)cc1 (centres undefined)	10	-3	100	102	-14	13	99	18	99	98	100
CN1CCN(CC(=O)Nc2ccc(Cl)cc2Cl)CC1	2	0	101	105	2	-1	101	23	98	100	103
O=C(/C=C/c1ccccc1Cl)c1ccccc(=O)c1O	-4	32	90	90	-17	5	87	7	96	89	85
O=C(O)CCCNC(=O)CCCNC(=O)C(c1ccccc1)c1ccccc1	14	-4	100	101	-12	3	98	4	97	99	103
O=C(Nc1cccc([N+](=O)[O-])c1)C1CC(=O)N(C2CCCCC2)C1 (centres undefined)	-14	-5	95	99	-24	-2	95	13	92	95	98
Cc1ccccc1CC1(CO)CCCN(Cc2nc(-c3cccs3)oc2C)C1 (centres undefined)	15	-3	98	97	-27	8	95	12	97	96	100
Cc1cc(NC2C3CC4CC(C3)CC2C4)n2nnnc2n1 (centres undefined)	27	0	98	103	76*	·	100	8	93	98	100
CC(NC(=O)c1ccc(F)cc1)c1nc2ccccc2n1Cc1ccccc1F (centres undefined)	-5	-3	106	101	-3	·	101	14	95	105	107
Nc1ccnc(C(F)(F)F)c1C(=O)c1ccccc1	9	-6	104	109	-7	7	100	6	100	101	105
COc1ccccc1NC(=O)Cn1cncc1-c1ccc([N+](=O)[O-])cc1	18	1	97	95	-43	-12	93	14	99	99	94
COC(=O)Cc1c(O)ccn(Cc2cccc3ccccc23)c1=O	-2	3	95	93	-25	-6	94	27	97	95	96
O=C(NCc1ccccc1Cl)C(=O)c1c[nH]c2ccccc12	6	3	97	100	-24	-11	95	11	101	98	96
Cc1cccc(NC(=O)CSc2nc(C)c(Cc3ccccc3)c(=O)[nH]2)c1C	14	-2	95	92	-26	·	89	4	99	94	91
COc1ccc(NC(=O)C(=O)N/N=C/c2cc(C)n(-c3cccc(Cl)c3Cl)c2C)c(OC)c1	12	4	100	96	-23	·	97	14	100	96	94
O=C(CN(Cc1ccccc1)C(=O)c1ccco1)NCc1ccc(F)cc1	-1	1	103	104	-15	·	100	11	101	104	106
O=C(NNc1ccccc1)C(CCO)C(=O)NNc1ccccc1	-8	1	98	94	-28	-20	91	8	106	97	94
Cc1ccc(S(=O)(=O)n2nc(C)c(C#N)c2N)cc1	13	-7	99	103	-18	14	100	17	103	99	101
CCOC(=O)C1CCN(C(c2ccccn2)c2c(C)[nH]c3ccccc23)CC1 (centres undefined)	59*	2	97	98	4	·	97	4	94	97	98
Cc1ccc(C(=O)Cn2nnc3ccccc32)cc1C	·	-2	91	88	-8	·	91	6	89	93	92
N#CCCn1[nH]c(-c2ccccc2)cc1=O	23	-2	102	107	-41	·	101	14	102	103	103
CCCCC(=O)Nc1ccc(C(=O)NCCc2ccc(S(N)(=O)=O)cc2)cc1	10	0	95	99	-13	-1	95	10	100	95	98
O=S1(=O)C=C(SCc2ccc(Cl)c(Cl)c2)Nc2ccccc21	-10	-3	99	101	25	16	99	40	95	100	104
COc1ccc(Nc2nc(N)nc(CSc3nnc(C)s3)n2)cc1	-1	-3	100	97	-1	·	98	3	96	98	97
COc1ccc(S(=O)(=O)N(C)C)cc1NC(=O)COC(=O)c1nn(C)c(=O)c2ccccc12	7	0	92	96	-13	-1	96	12	95	94	98
Cc1occc1-c1nnc(SCC(=O)N2c3ccccc3CCc3ccccc32)n1C	7	-2	103	103	2	-8	99	17	102	105	106
CC(NS(C)(=O)=O)C(c1cccs1)N1CCN(c2ccc(F)cc2)CC1 (centres undefined)	9	-1	98	103	-26	·	98	8	99	99	98
CC1CN(c2snnc2C=C2C(=O)OC(C)(C)OC2=O)CC(C)O1 (centres undefined)	26	2	96	99	-18	-40	95	16	97	97	98
O=C(Nc1ccc(Cl)cc1F)c1ccccc1Br	-1	-1	101	104	7	-28	102	10	103	102	104
Cc1cc(C)c(OCCN(C)C)c(Cl)c1	9	-3	97	97	28	-3	100	9	96	98	96
O=C(Nc1ccc(N2CCCC2)c(Cl)c1)c1cccs1	31	-2	?	?	-27	-9	?	8	?	?	?
O=[N+]([O-])c1c(C(Cl)Cl)nn(-c2ccc(Cl)cc2)c1N1CCCCC1	4	-1	99	100	-7	17	98	10	101	98	94
O=C(Nc1cccc(Br)c1)c1ccc(Cl)c(S(=O)(=O)N2CCOCC2)c1	-22	-2	99	101	4	1	100	25	97	97	100
COc1ccccc1C(=O)N1CCc2ccccc21	-7	-4	98	100	-24	·	99	9	97	96	98
O=C(CSc1cccc[n+]1[O-])c1cc(Cl)ccc1Cl	6	0	100	97	-45	13	96	24	107	100	98
Cc1ccc2cn[nH]c2c1NC(=S)NC(=O)c1ccccc1	16	2	95	96	-28	5	93	8	93	96	95
CC1CN(S(=O)(=O)c2ccc(NC(=O)CCCN3C(=O)c4ccccc4C3=O)cc2)CC(C)O1 (centres undefined)	·	-1	93	92	-1	·	95	11	93	94	95
COc1ccc(CCNC(=O)CN(c2cc([N+](=O)[O-])ccc2OC)S(C)(=O)=O)cc1OC	-13	1	101	102	-16	·	97	10	109	101	97
O=C(O)c1cccc(Nc2ncnc3sccc23)c1	23	-1	95	94	-8	14	93	11	98	94	95
CC(C)(C)c1ccc2c(c1)OC(C(=O)N/N=C\c1ccccn1)CO2 (centres undefined)	-33	1	103	110	-21	1	103	14	105	104	105
Cc1cccc(N(CC(=O)NCCSCc2ccco2)S(=O)(=O)c2ccccc2)c1	1	2	96	100	-46	·	97	14	95	98	98
COCC(=O)Nc1ccc(N(C)C)cc1	25	0	100	104	-47	12	100	15	97	101	102
O=C(Cc1noc2ccccc12)NNC(=S)Nc1ccc(Cl)cc1	-34	0	98	102	-51	-2	91	8	95	99	96
COc1cccc(-c2cc3c(=O)n(-c4ccccc4)c(=S)[nH]c3s2)c1	7	-4	104	104	-19	12	100	12	97	99	100
Later entries
SMILES	Mcl1 Noxa PPI	Mcl-1 Bim block	Rab2 wt GTP	Rac1 wt GTP bind	Mcl1 Bid PPI	Pf gametocyte	Rac1 act GTP bind	Avidin fluor	Rab7 wt modul	HRas wt GTP	Cdc42 wt
N#Cc1c(NC(=O)CSc2ccccn2)oc(-c2ccccc2)c1-c1ccccc1	21	-1	98	101	8	-18	95	8	101	98	96
CCCOc1ccc(N2C(=O)CC(N3CCN(c4ccccc4F)CC3)C2=O)cc1 (centres undefined)	5	0	98	100	-8	4	97	33	100	99	97
Cc1ccc(S(=O)(=O)C2(C(=O)Nc3cccnc3)CC2)cc1	2	-4	98	100	36	·	97	23	98	98	102
CN(C(=O)/C=C/c1cnc2ccccc2c1)C1CCCCC1	10	-2	103	101	-7	-18	99	7	101	103	103
CC(C)N(C(=O)CSc1nnc(CNc2ccc(F)cc2)o1)C(C)C	4	·	99	104	-19	·	98	7	100	99	100
Cn1c(=O)c2c(nc(Br)n2CC(=O)C23CC4CC(CC(C4)C2)C3)n(C)c1=O	-2	-1	98	114	-16	21	98	16	99	103	107
COc1cccc(-c2nnc(SCC(=O)Nc3ccc4c(c3)OCCO4)n2Cc2ccco2)c1	19	0	104	102	-8	9	98	1	101	102	102
Cc1cccc(C(=O)NNC(=O)Nc2ccccc2)c1	3	-1	98	100	-16	-13	96	25	110	102	98
CC(C)(C)CC(C)(C)NC1=CC(=O)OC12CCCCC2	-6	3	105	105	-26	·	100	13	104	106	105

Source: PubChem (several laboratories)
